H37Rv inhibition – M. tuberculosis growth inhibition, HTS (AID 449762); 330,000 compounds, 0.59% hits; M. tuberculosis H37Rv growth inhibition, 7H9 media; higher % means a stronger effect; inhibition, % at 25 µM; hits with a dose series show IC50 in µM; in the data active = a potency from the dose series; inconclusive = inhibition above about 70% without an active follow-up result;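 note: bacterial growth assessed after seven days of incubation; strong numbers were not always called active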
PhoP GFP inhibition – Inhibition of PhoP regulon, Salmonella typhi GFP reporter cells, confirmation, 4 h (AID 1850) | Salmonella Typhi PhoP-promoter GFP reporter, fluorescence, 4 h; higher % means a stronger effect | one-dose inhibition, % at 50 µM; IC50 in µM for titrated hits | 310,000 compounds, 0.33% hits; in the data active = a potency from the dose series; inconclusive = inhibition mostly from about 25% at the one dose, without a potency; inactive = the rest, 99 in 100 with inhibition below about 19%;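 note: 0% = induced wells with vehicle and 100% = uninduced wells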
tuberculosis growth – growth inhibition of non-replicating M. tuberculosis (AID 488890); 320,000 compounds, 0.39% hits; Mycobacterium tuberculosis non-replicating, growth inhibition; higher % means a stronger effect; inhibition, % at 25 µM, or IC50 in µM where a hit was titrated; in the data active = a potency from the dose series; inconclusive = inhibition mostly from about 82% at the one dose, without a potency; inactive = the rest, 99 in 100 with inhibition below about 76%;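 note: plate controls were DMSO cells for no effect and high antibiotic wells for full effect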
VEEV TC-83 Vero – inhibitors of VEEV TC-83 cytopathic effect, confirmation, Vero cells (AID 588727) | Vero cells, VEEV TC-83 cytopathic effect inhibition; higher % means a stronger effect | one-dose inhibition, % at 20 µM; IC50 in µM for titrated hits | 350,000 compounds, 0.13% hits; in the data active = a potency from the dose series; inconclusive = inhibition mostly from about 14% at the one dose, without a potency; inactive = the rest, 99 in 100 with inhibition below about 12%; note: strong numbers were not always called active
influenza NS1A – H1N1 influenza NS1A inhibitors, functional cell based assay (AID 504329). NS1A functional cell-based assay, percent inhibition; higher % means a stronger effect. one-dose inhibition, % at 12.5 µM; IC50 in µM for titrated hits. 340,000 compounds, 0.3% hits; in the data active = a potency from the dose series; inconclusive = inhibition above about 27% without an active follow-up result; note: strong numbers were not always called active
VEEV TC-83 Vero 10K pilot screen – also measured in VEEV TC-83 Vero; calls as there; inhibition, %; measured here: 10K pilot screen inhibition
Active calls of the source: *; i = inactive; ? = inconclusive; · = no result given; & = joins results of further samples. This is a random part of the collection; any-hit rate near 1.6%.

SMILES	H37Rv inhibition	PhoP GFP inhibition	tuberculosis growth	VEEV TC-83 Vero	influenza NS1A	others
COc1ccc(CCNC(=O)/C(C#N)=C/c2cccc(OCc3ccccc3)c2)cc1OC	45%	-4%	13%	10%	3%
C[C@H](CO)N1C[C@H](C)[C@@H](CN(C)C(=O)Nc2ccc(C(F)(F)F)cc2)Oc2ccc(NC(=O)C3CCCCC3)cc2C1=O	6%	·	41%	i	-20%
C=CC(=O)NCc1ccc(-c2csnn2)cc1	2%	2%	-1%	0.9%	-21%
Brc1cccc(-c2nnc(-c3ccccc3)o2)c1	1%	5%	74%	4.3%	0%
Cc1cc(F)ccc1NCc1cc2c(cc1[N+](=O)[O-])OCO2	-1%	1%	41%	3.6%	1%
CC(=O)Nc1ccc(Oc2nc(C(F)(F)F)nc3ccccc23)cc1	4%	4%	·	0.9%	-5%
CC(CCNC(=O)c1ccccc1)(CCNC(=O)c1ccccc1)[N+](=O)[O-]	·	·	·	i	-1%
CN1CCC(OC(=O)COc2ccc(Br)cc2)CC1	-1%	17%	42%	0.9%	2%
Cc1ccc(-c2cc(C(=O)NCc3cnn(C)c3)c3cc(Br)ccc3n2)cc1	1%	-19%	-1%	0.9%	0%
CCOc1ccc(NCC(=O)Nc2ccc(Cl)cc2C)cc1	?	12%	?	i	5%
CNC(=S)N(Cc1ccc(OC)cc1)C1CC(=O)N(c2ccc(C(=O)OC)cc2)C1=O (stereo unspecified)	-21%	-8%	39%	·	·
CCC1=NN(C(=O)COc2ccccc2C)C(O)(c2ccncc2)C1 (stereo unspecified)	-6%	-10%	-19%	0.1%	-12%

Of the compounds above, these have a nitro group on carbon.
SMILES	H37Rv inhibition	PhoP GFP inhibition	tuberculosis growth	VEEV TC-83 Vero	influenza NS1A	others
Cc1cc(F)ccc1NCc1cc2c(cc1[N+](=O)[O-])OCO2	-1%	1%	41%	3.6%	1%
CC(CCNC(=O)c1ccccc1)(CCNC(=O)c1ccccc1)[N+](=O)[O-]	·	·	·	i	-1%

Next section
SMILES	H37Rv inhibition	PhoP GFP inhibition	tuberculosis growth	VEEV TC-83 Vero	influenza NS1A	others
Cc1cc(C(=O)OCC(=O)Nc2ccccc2C)c(C)o1	-3%	·	56%	2.3%	-5%
CCOC(=O)c1[nH]c2ccc(OC)cc2c1NC(=O)CCN1CCSCC1	-8%	-7%	-17%	0.4%	-2%
CC(C)NC(=O)NC(=O)COC(=O)c1ccc(NC(=O)CC#N)cc1	-13%	-7%	-22%	0.8%	2%
COc1ccccc1C1=NCc2nnc(CSC)n2-c2ccc(Cl)cc21	-8%	2%	-1%	i	6%
O=C(CCSCc1ccccc1F)N1CCN(c2ccccn2)CC1	-13%	-2%	3%	0.1%	0%
Cc1ccc(S(=O)(=O)N2CCC(C(=O)NCc3cccnc3)CC2)cc1	-2%	-3%	-19%	0.3%	-5%
CCC(C)NC(=O)C1CCN(C(=O)c2ccccc2)CC1 (stereo unspecified)	14%	-3%	-3%	0.1%	-1%
CNS(=O)(=O)c1ccc2c3c(cccc13)C(=O)N2	1%	2%	39%	i	0%
Cc1ccc(-c2nc(NCCN(C)C)c3ccccc3n2)cc1	9%	8%	28%	i	5%
COC(=O)c1ccccc1N/C=C/C(=O)c1ccc(Br)cc1	?	-4%	74%	i	-4%
O=C(NC1CCN(S(=O)(=O)c2ccccc2)CC1)c1ccc(F)cc1	6%	4%	9%	2.4%	-3%
O=C(NCc1ccc2c(c1)OCO2)c1ccc(NS(=O)(=O)c2ccc3c(c2)OCCO3)cc1	3%	1%	2%	2.6%	-23%

Of the compounds above, 2 contain a Cl atom.
SMILES	H37Rv inhibition	PhoP GFP inhibition	tuberculosis growth	VEEV TC-83 Vero	influenza NS1A	others
CCOc1ccc(NCC(=O)Nc2ccc(Cl)cc2C)cc1	?	12%	?	i	5%
COc1ccccc1C1=NCc2nnc(CSC)n2-c2ccc(Cl)cc21	-8%	2%	-1%	i	6%

(further entries)
SMILES	H37Rv inhibition	PhoP GFP inhibition	tuberculosis growth	VEEV TC-83 Vero	influenza NS1A	others
Cc1noc(C(F)(F)F)c1C(=O)NNC(=O)c1cccc(C(F)(F)F)c1	4%	1%	-19%	0.2%	-3%
Cc1ccc(NC(=O)CSCC(=O)Nc2ccccc2C(=O)N2CCCCC2)cc1	-6%	2%	-3%	2.7%	-4%
CSc1ccc(/C=N/NC(=O)c2cccs2)cc1	47%	2%	19%	i	·
COc1ccccc1NC(=O)N(c1c(N)n(Cc2ccccc2)c(=O)[nH]c1=O)C1CCCC1	0%	3%	13%	1.5%	-4%
Cn1c(=O)c2cc(S(=O)(=O)N3CCN(c4cccc(C(F)(F)F)c4)CC3)ccc2n(C)c1=O	4%	-1%	-5%	1.9%	-3%
CCOC(=O)c1ccc2c(c1)N(CC#N)C(=O)C(C)(C)O2	2%	-9%	2%	2.0%	-6%
COc1ccccc1CN1CCCC(N2CCN(c3ccccc3OC)CC2)C1 (stereo unspecified)	0%	-5%	14%	i	3%
COc1ccc(NC(=S)N(CCN(C)C)C(C)c2ccncc2)cc1Cl (stereo unspecified)	-5%	8%	14%	2.8%	-8%
CCOC(=O)c1ccccc1NC(=O)c1ccccc1SC	2%	-7%	37%	i	3%
O=C(/C=C/c1ccc(OCc2c(F)cccc2Cl)cc1)N1CCOCC1	13%	8%	73%	?	8%
COc1ncnc(OC)c1NC(=O)c1ccc(F)cc1	-14%	4%	-10%	0.6%	7%
C=CCN1C(=O)C(Cc2ccc(OCC)cc2)S/C1=N\N=C\c1cccs1 (stereo unspecified)	5%	-2%	2%	2.0%	-5%
CC1Nc2ncnc(N3CCOCC3)c2N(Cc2ccccc2)C1=O (stereo unspecified)	-5%	0%	11%	1.3%	-7%
CN(CC(=O)Nc1ccc(Cl)c(C(F)(F)F)c1)C(=O)Cc1n[nH]c(=O)c2ccccc12	5%	2%	1%	6.8%	-2%
O=C(c1ccoc1)N1CCC2(CC1)Oc1ccc(Cl)cc1C(=O)C21CC(c2ccc(Cl)cc2)=NO1 (stereo unspecified)	4%	11%	44%	i	-3%
CC1CCCN(C(=O)COC(=O)c2n[nH]c3ccccc23)C1 (stereo unspecified)	0%	17%	-16%	0.6%	21%
CC1CCCN(c2nc3ccsc3c(=O)s2)C1 (stereo unspecified)	-19%	-12%	32%	i	-3%
CCOC(=O)c1c(C)n(C)c2cc(-c3ccc(F)cc3)c(O)cc12	1%	-2%	11%	2.5%	-2%
FCCCOc1ccc(CN2CCN(c3ccccc3F)CC2)cc1	-1%	0%	10%	1.1%	-7%
Clc1cccc(CON/C=N/c2ncnc3sccc23)c1	16%	-10%	44%	1.9%	0%	VEEV TC-83 Vero 10K pilot screen=0.6
Cc1csc(NC(=O)c2nc3nccc(C)n3n2)n1	0%	-8%	7%	0.3%	11%
Cc1cc(C)n(-c2ccc(C(=O)OCC(=O)N3CCN(c4ccccc4)CC3)cc2)n1	?	·	?	3.6%	-6%
COc1cccc(CN2CCNC(=O)C2CC(=O)NCc2cc(C(C)C)no2)c1 (stereo unspecified)	-2%	-1%	-10%	0.6%	-12%
COCCNC(=S)NNC(=O)c1cc(-c2cccnc2)nc2ccccc12	-7%	-8%	-12%	9.7%	-8%
CN(c1ccccc1)S(=O)(=O)c1nnc(NC(=O)c2ccco2)s1	-2%	4%	20%	1.5%	-5%
Oc1ccc(/C=N/Nc2ccc(C(F)(F)F)cn2)cc1	-2%	15%	12%	4.8%	14%
O=C1C(Cc2ccccc2)Nc2ncnc(N3CCc4ccccc4C3)c2N1Cc1ccccc1 (stereo unspecified)	-1%	·	55%	1.1%	-3%
CN1CCN(c2nc(N3CCN(CCO)CC3)nc3ccccc23)CC1	-8%	9%	-7%	0.8%	-2%
Cc1ccc(S(=O)(=O)N2CCC(C(=O)NNC(=O)C3CC3)CC2)cc1Cl	1%	7%	-14%	1.5%	2%
Cc1cccc(-n2cc(C(=O)O)c(=O)cc2C)c1	1%	-8%	5%	0.0%	-5%
O=C(CCC(=O)OCC(=O)c1ccc([N+](=O)[O-])cc1)NC1CCCCC1	-2%	-1%	12%	i	0%
Cn1c(CCC(=O)OCC(=O)NCC(F)(F)F)nc(=O)c2ccccc21	0%	-5%	-11%	0.5%	6%
CC(NS(=O)(=O)c1ccc(OCC(=O)NCc2ccccn2)cc1)c1ccccc1 (stereo unspecified)	1%	3%	-15%	3.5%	-4%
O=C(NC1CCCC1)C1CC(=O)N(c2ccc(F)c(Cl)c2)C1 (stereo unspecified)	-1%	2%	-1%	9.9%	-8%
O=C(NCC1COCCO1)c1ccc2nc(Cc3cccc(Cl)c3)oc2c1 (stereo unspecified)	3%	7%	24%	3.1%	-2%
Clc1ccc(-c2csc(N3CCN(c4ccccc4)CC3)n2)cc1	3%	0%	5%	1.9%	5%

The list goes on, starting with the last 2 of the part before.
SMILES	H37Rv inhibition	PhoP GFP inhibition	tuberculosis growth	VEEV TC-83 Vero	influenza NS1A	others
O=C(NCC1COCCO1)c1ccc2nc(Cc3cccc(Cl)c3)oc2c1 (stereo unspecified)	3%	7%	24%	3.1%	-2%
Clc1ccc(-c2csc(N3CCN(c4ccccc4)CC3)n2)cc1	3%	0%	5%	1.9%	5%
CC1CC(C)(C)NC(=S)N1CCCC(=O)Nc1ccc(Cl)cc1 (stereo unspecified)	2%	2%	4%	0.3%	-3%
Cc1ccc2[nH]c(=O)c(CN(CC3CCCO3)S(=O)(=O)c3c(C)ccc4nsnc34)cc2c1 (stereo unspecified)	8%	-8%	47%	7.1%	-3%
COc1ccc(NC(=O)c2cc(-c3cccc(OC)c3)on2)cc1	11%	-9%	49%	0.4%	-7%
COc1ccc(NC(C)=O)cc1CP(=O)(c1ccccc1)c1ccccc1	3%	1%	-15%	0.5%	-23%
CCCc1c(C)nc2c(Br)cccc2c1Cl	3%	-7%	16%	i	-9%
COc1ccc(-c2cn3c(C)c(C(=O)Nc4ccncc4)sc3n2)cc1	3%	-3%	17%	2.9%	5%
Cc1ccc(NC(=O)NCC2CCN(Cc3cccc(Cl)c3)CC2)c(Cl)c1	10%	22%	38%	i	-2%
CC(CCc1ccccc1)NC(=O)C(C)OC(=O)c1ccco1 (stereo unspecified)	2%	4%	1%	1.3%	-4%
CN(CC(=O)NNC(=O)CNC(=O)c1cccs1)S(=O)(=O)c1ccc(Cl)cc1	-18%	7%	-16%	i	0%
COC(=O)c1ccc(N=c2sc(C(=O)OC)cc(=O)n2C)cc1	·	·	·	1.0%	-6%
COc1cccc(N(C(=O)CCl)C(C(=O)NCCc2ccccc2)c2cccs2)c1 (stereo unspecified)	36%	-4%	?	13%	-3%
C=CCc1cccc(/C=N/NC(=O)C(=O)Nc2ccc(C)cc2)c1O	6%	3%	-4%	0.8%	·
Cn1nccc1C(=O)Oc1cccc(/C=N/NC(=O)c2ccccc2O)c1	16%	-4%	48%	1.1%	0%
O=S(=O)(NCCOc1cccc2cccnc12)c1ccc(F)cc1	-2%	0%	-1%	i	-1%
O=C(NCCN1C(=O)S/C(=C\c2ccccc2)C1=O)C1CCN(S(=O)(=O)c2cccs2)CC1	-6%	-8%	-5%	0.6%	-3%
Cc1nn(-c2ccc(N3CCCCC3)nn2)c(C)c1CCC(=O)Nc1cc(F)ccc1F	4%	-2%	33%	9.1%	2%
c1ccc(C2CCC(N3CCC(N4CCCCC4)CC3)CC2)cc1 (stereo unspecified)	-3%	6%	-2%	·	·
Cn1c(=O)c2[nH]c(CCCCCCCc3nc4ccccc4[nH]3)nc2n(C)c1=O	·	·	·	2.4%	-1%
CCOC(=O)C1(Cc2cccc(OC)c2)CCCN(Cc2cc(C(C)C)n[nH]2)C1 (stereo unspecified)	3%	9%	14%	7.5%	-15%
COc1cc(/C(C)=N/NC(=O)c2nnn(-c3nonc3N)c2-c2cccs2)ccc1O	7%	2%	4%	1.5%	2%
CC(C)(C)C1C/C(=C/c2ccccn2)C(=O)/C(=C/c2ccccn2)C1 (stereo unspecified)	?	-9%	?	i	-35%
Cc1ccc(S(=O)(=O)NCC(=O)NCC(=O)N(C)Cc2ccc3ccccc3c2)cc1C	9%	-1%	32%	i	0%
NCc1ccc(S(N)(=O)=O)cc1	8%&-3%	-3%	2%&3%	0.3%&0.1%	2%&-3%
Cc1nc2ccccc2c(=O)n1NC(=O)c1cccc([N+](=O)[O-])c1	-3%	7%	-5%	0.6%	-3%
O=C(Nc1ccccc1F)c1cnccn1	2%	6%	7%	0.8%	-3%
CN(C(=O)CSc1nnc(-c2ccccc2F)n1N)C1CCCCC1	2%	·	-2%	0.8%	-18%
CC(=O)Nc1nnc(SCC(=O)N2CCCc3ccccc32)s1	-2%	-23%	-2%	1.4%	-7%
COc1ccccc1N/C(N)=N/c1nc(C(F)(F)F)cc(=O)[nH]1	21%	4%	29%	2.8%	-12%

Source: PubChem BioAssay (Southern Research Specialized Biocontainment Screening Center)
